Screens deposited in PubChem by several laboratories.
Dynein transport: blocks dynein driven cargo transport along microtubules; 3617.4 mouse cells, GR-EGFP nuclear translocation imaging; test concentration mostly 20 µM; stimulated with dexamethasone, 1 µM; stronger effect = lower value; z-score, hits read low; 0.47% of 220,000 active; AID 1381;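 active = plate z-score of nuclear minus cytoplasmic receptor signal below a set negative limit, without overly bright fluorescence or cell loss, cut at about -3.5 in these data, passing the limit was not always enough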;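 note: z-score of nuclear minus cytoplasmic ring GR-EGFP intensity difference per well; some compounds called inactive have numbers as strong as hits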
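medium = tetracycline-free induction medium containing charcoal-stripped FBS | also added = 1.0 µM final dexamethasone stimulus | schedule = 48 h induction, 1 h compound, 30 min dex at 37 °C | technique = fixed, Hoechst-stained cells imaged at 10x for EGFP | measure = GR-EGFP nuclear translocation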
Hep lipid drop: modulators of hepatic lipid droplet formation; AML12 mouse hepatocytes, oleate lipid droplets, BODIPY imaging; inhibition, % at 6.5 µM; 0.4% of 240,000 active; AID 1656;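 active = lipid droplet intensity inhibited by at least 50%, with more than 500 cells counted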
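Technique: fluorescence imaging, 20x objective, two fields per well / Assay system: AML12 hepatocytes (mouse) / Measure: % inhibition of lipid droplet signal / Doses: 6.5 µM single-point dosing / Incubation: overnight exposure / Reagent: 100 µM oleic acid challenge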
MT stabilize HCS: microtubule stabilizers in HeLa cells. % tubulin-high responders, % at 10 µM. HeLa tubulin immunostaining HCS, 24 h; share of cells brighter than vehicle mean+2SD. 0.83% of 200,000 active;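 active = plate Z-score above 3 for both tubulin-high and condensed-nucleus cell shares, with cell loss under 80%, at 10 µM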;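 note: anti alpha tubulin signal scored within the nucleus-defined area of each cell; some results filed as inactive read as strong as hits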
bCat nuc transl: modulators of beta-catenin nuclear translocation; AID 1665; nuclear translocation activity, % at 5 µM; HeLa beta-catenin nuclear translocation, immunofluorescence imaging; 0.3% of 190,000 active;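 active = nuclear translocation activity above 50% at 5 µM, with a well cell count of 50 or more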;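 note: per-cell ratio of nuclear to cytoplasmic median beta-catenin stain intensity; plate controls were DMSO negative control for no effect and GSK-3 inhibitor IX positive control for full effect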
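System: HeLa cells, endogenous beta-catenin; compound dosing: 5 µM primary single dose, 0.1% DMSO, 0.02–20 µM confirmation series; incubation: 24 h compound exposure at 37°C, 5% CO2; signal: beta-catenin immunofluorescence imaging with DAPI; evaluation: % activation, nuclear-to-cytoplasmic median beta-catenin signal ratio per cell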
T cell modulator: T cell immune modulators affecting CD8 T cell-vesicle binding | 2C CD8+ T cell-vesicle binding, flow cytometry; stronger effect = lower value | calls only at 7 µM | 0.068% of 330,000 active;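 active = response, share of CD8 T cells binding vesicles, and their 90th percentile fluorescence all below set limits, cut at about 80% in these data, passing the limit was not always enough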
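Read-out – percent CD8+ FL2 mean versus row control · System – murine 2C transgenic CD8+ T lymphocytes · Times – 1.5 h cell–vesicle binding at 37 °C, then 20 min icy labelling · Control set – naked vesicles low, QL9 vesicles with vehicle high · Detection – cytometric PE anti-B7-1 and Alexa647 anti-CD8 signals after 1% paraformaldehyde fixation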
PMI inhibitors: inhibitors of human PMI, primary screen, biochemical, fluorescence intensity, coupled assay (AID 1209); 0.42% of 190,000 active; purified PMI enzyme, coupled fluorescence intensity; higher % means a stronger effect; inhibition, % at 20 µM, or IC50 in µM where a hit was titrated; in the data active = inhibition above about 50%;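 note: plate controls were DMSO vehicle for no effect and wells lacking substrate for full effect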
TNAP activators: stimulation of alkaline phosphatase TNAP activity – biochemical, luminescent, no phosphate acceptor, uHTS, primary screen (AID 1001) | 0.03% of 200,000 active | one-dose activation fold at 20 µM; EC50 in µM for titrated hits | purified TNAP, luminescent activation assay, no phosphate acceptor; higher activation fold means a stronger effect; in the data active = activation fold from about 3, or a potency from the dose series; inactive = the rest, 99 in 100 with activation fold below about 1.6; note: many of its hits are not listed in these tables
Myeloid diff 2: promotes myeloid progenitor differentiation | ER-HoxA9 myeloid progenitors, lysozyme-GFP differentiation, flow cytometry | calls only at 10 µM | 1% of 360,000 active | AID 624256;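 active = normalized GFP-positive differentiation at or above the plate's own cutoff, the solvent-only control mean plus 3 SD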;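 note: cells exposed to compound for four days before flow analysis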
Insulin prom up: MIN6 insulin promoter up-regulation; MIN6 insulin promoter-GFP reporter, high-content imaging; stronger effect = higher value; z-score at 5 µM; 0.3% of 190,000 active; AID 1625;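 active = z-score above 3 at 5 µM with at least 500 cells counted in the well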
Dynein transport cytoplasmic EGFP: further read-out of Dynein transport, marked with its call; z-score; measured here: cytoplasmic GR-EGFP intensity; stronger effect = higher value
Dynein transport nuclear GR-EGFP: further read-out of Dynein transport, marked with its call; z-score; measured here: nuclear GR-EGFP intensity;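 lower value marks the stronger effect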
Dynein transport cell count: second read-out of Dynein transport, no call of its own (marks repeat the call); z-score; measured here: cell count per field
Insulin prom up cell count: also measured in Insulin prom up; calls as there; cell count; measured here: cytotoxicity, nuclei count;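 total cells summed across four imaged fields per well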
Hep lipid drop cells 6.5 µM: also measured in Hep lipid drop; calls as there; cell count; measured here: cell count, cytotoxicity flag;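 cells counted across two imaged fields per well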
bCat nuc transl cell count 5 µM: also measured in bCat nuc transl; calls as there; cell count; measured here: cell count, cytotoxicity flag
T cell modulator vesicle-bound %: recorded beside T cell modulator, whose call it bears; double positive events, %; measured here: CD8+ vesicle-bound cell fraction;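 binding gate set so that unloaded-vesicle control wells show 10% double positive cells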
MT stabilize HCS Hoechst-high %: recorded beside MT stabilize HCS, whose call it bears; % Hoechst-high responders; measured here: nuclear condensation Hoechst responders;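 share of cells brighter than vehicle mean plus two SD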
MT stabilize HCS cytotoxicity %: recorded beside MT stabilize HCS, whose call it bears; toxicity, %; measured here: cytotoxicity by cell density;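 0% = mean cell density of plate MIN control wells and 100% = no cells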
Myeloid diff 2 GFP+ MAC1+ %: further read-out of Myeloid diff 2, marked with its call; GFP+ MAC1+ double positive, %; measured here: differentiation confirmed by MAC1 staining
* marks the source's active call; other numbers are inactive results; i = inactive; x = not tested or not shown; + = active, no number.

Each structure is followed by: Dynein transport, Dynein transport cytoplasmic EGFP, Dynein transport nuclear GR-EGFP, Dynein transport cell count, Hep lipid drop, Hep lipid drop cells 6.5 µM, MT stabilize HCS, MT stabilize HCS Hoechst-high %, MT stabilize HCS cytotoxicity %, bCat nuc transl, bCat nuc transl cell count 5 µM, T cell modulator, T cell modulator vesicle-bound %, PMI inhibitors, TNAP activators, Myeloid diff 2, Myeloid diff 2 GFP+ MAC1+ %, Insulin prom up, Insulin prom up cell count
CC1CCC(NC(=O)c2ccc3nc[nH]c3c2)CC1 (stereo not drawn)
  -0.62, -0.21, -0.26, 0.51, x, x, 2.9, 1.5, 11, 1.0, 1440, i, 55, -3%, 1.1, i, 0.1, -0.34, 1451
Cc1ccccc1OCc1nnc(SCC(=O)N2c3ccccc3Sc3ccc(Cl)cc32)o1
  -0.71, -0.32, -0.079, 0.24, x, x, 4.4, 0.8, 3.4, -4.3, 903, i, 42, 17%, 1.1, i, 0.8, -0.42, 1088
CCOC(=O)NC(CC(=O)O)c1ccc(OC)c(OC)c1 (stereo not drawn)
  -0.59, -0.29, -0.17, 0.47, -4, 824, 1.3, 1.9, 5.4, 0.3, 916, i, 13, 10%, 1.1, i, 1.1, 0.7, 807
CC(C)n1c(=S)[nH]c2ccccc21
  -0.00075, -0.24, 0.66, 1.4, 22, 784, 1.8, 0.9, 8.5, x, x, i, 30, -12%, 1, i, 0.2, x, x
Cn1cc(CN2C[C@]3(C)C[C@H]2CC(C)(C)C3)c(-c2ccc3c(c2)OCCO3)n1
  -0.27, -0.29, -0.1, 0.39, 12, 781, 3.7, 2.2, 4.2, 1.6, 1025, i, 62, 10%, 1, i, 0.4, x, x
COC(=O)c1sccc1-n1cc(C#N)c(=O)n(C)c1=O
  0.21, -0.18, 0.051, -0.3, -2, 692, x, x, x, -1.0, 1076, i, 16, x, x, i, 0.3, 0.79, 1390
COc1ccc(CCNC(=O)C/C(C)=N/NC(=O)Cc2cccc3ccccc23)cc1OC
  0.77, -0.27, 1.1, -0.58, 10, 689, x, x, x, 0.6, 1313, i, 30, x, x, i, 0.3, -0.26, 1118
O=C(CCN1C(=O)c2ccncc2C1=O)Nc1cc(F)ccc1F
  0.13, -0.22, 0.16, 0.67, -8, 691, 3.2, 2.2, 10, -1.8, 1129, i, 34, -18%, 1, i, 0.6, -0.16, 1133
O=C(NC1=NCCS1)C12CC3CC(CC(C3)C1)C2
  -0.29, -0.32, 0.042, 0.2, 4, 686, 4.2, 2.0, 13, -2.2, 1134, i, 11, -5%, 1.1, i, 0.4, 0.27, 1559
CCCc1nc(SCC(=O)Nc2cc(C)on2)c2ccccc2n1
  0.11, -0.076, 0.56, -0.6, x, x, 3.4, 1.6, 1.3, -2.5, 821, i, 25, 3%, 1.1, i, 2.1, -0.31, 1195
O=C(CSc1oc(-c2cccs2)nc1S(=O)(=O)c1ccc(F)cc1)NCC1CCCO1 (stereo not drawn)
  -0.11, -0.2, 0.15, 0.017, x, x, 3.1, 2.7, 7.4, x, x, i, 5, 3%, 1.2, i, 2.5, -0.09, 945
O=C(/C=C/Nc1ccc(F)c(F)c1)c1ccc(Br)cc1
  0.4, -0.16, 0.99, -0.65, 9, 698, 2.6, 2.4, 5.1, -3.8, 574, i, 35, -11%, 1.1, i, 1.1, -0.07, 1215
Cc1ccccc1Cn1c(=N)n(CC(=O)c2ccco2)c2ccccc21
  -0.6, -0.22, -0.25, 0.4, x, x, 2.6, 2.0, 3.3, -0.5, 1102, i, 25, -7%, 1, i, 1.1, -5, 819
O=C(CCN1C(=O)S/C(=C\c2ccccc2)C1=O)N1CCOCC1
  0.57, -0.19, 0.07, -0.76, x, x, 1.8, 1.4, 8.6, x, x, i, 40, x, x, i, 0.8, x, x
O=C(CN1CCN(c2ccccn2)CC1)N1CCc2ccccc21
  0.18, -0.29, 0.11, 0.46, -10, 526, 6.4, 2.6, 8.3, -0.5, 1021, i, 66, 12%, 1, i, 0.4, 1.4, 1588
COc1ccc(OCC(=O)Nc2ccccc2Cl)cc1
  1.4, -0.18, 1.1, -1.3, -1, 724, 3.9, 1.2, 7.7, -2.1, 1051, i, 42, 4%, 1.1, i, 0.2, 0.17, 1615
Cc1cc(NC(=O)c2ccc(NC(=O)CC(C)C)cc2)no1
  0.78, -0.0073, 0.45, 0.14, x, x, 3.1, 2.0, 6.3, x, x, i, 32, -13%, 0.9, i, 0.8, -0.2, 997
CNC(=O)c1c(O)c2cccc3c2n(c1=O)CC3
  0.55, -0.088, 0.75, -0.29, x, x, 3.9, 2.2, 6.1, x, x, i, 50, x, x, i, 0.3, x, x
Cc1ccc(C2(C)NC(=O)N(CC(=O)Nc3ccc(-c4nc5ccc(C)cc5s4)cc3)C2=O)cc1 (stereo not drawn)
  -0.47, -0.75, -0.44, -0.52, -3, 736, x, x, x, -0.9, 1374, i, 22, x, x, i, 0.2, -0.77, 828
Cn1c(=O)n(Cc2ccco2)c(=N)c2c3c(sc21)CCC3
  -0.16, -0.26, 0.27, 1.7, 1, 637, 3.5, 3.1, 23, -0.2, 1037, i, 48, 15%, 1.1, i, 2.4, 0.31, 1706
COc1cccc(/C=C/C(=O)OCC(=O)Nc2cccc(S(=O)(=O)N3CCCCC3)c2)c1OC
  -0.43, -0.32, -0.61, 1.1, -8, 594, 1.4, 3.3, 4.8, -2.8, 523, i, 9, 3%, 1, i, 0.4, 0.24, 1241
CCOC(=O)c1c(-c2ccc(OC)cc2)csc1/N=C/C1C(=O)CCCC1=O
  -0.035, -0.25, 0.27, 1.2, 13, 673, 6.1, 1.9, 24, 4.1, 999, i, 52, 18%, 0.8, i, 1.8, 0.14, 1373
O=C(CSc1nnc(CNc2cccc(Cl)c2)o1)OC1CCCCC1
  0.32, -0.019, -0.14, -1.2, x, x, 1.8, 2.4, 3.3, 1.1, 1380, i, 52, 0%, 1, i, 0.6, -0.78, 1533
COc1ccccc1CC(=O)Nc1cc(Cl)ccc1O
  0.25, -0.15, 0.99, -0.51, x, x, 1.2, 1.7, 3.8, 4.5, 1383, i, 52, 5%, 1, i, 0.8, 0.01, 1568
CC1CCC(NC(=O)c2ccc(/C=C3\Oc4ccccc4N(C)C3=O)cc2)CC1 (stereo not drawn)
  i, x, x, -7.1, -10, 619, i, x, 100, -2.1, 1052, x, x, 11%, 1.1, x, x, 0.34, 1255
CCOC(=O)C(C)Sc1nnc(-c2ccccc2O)n1-c1ccc(C)cc1 (stereo not drawn)
  0.37, -0.2, 0.18, 0.11, x, x, 1.9, 1.8, 3.3, -1.7, 1218, i, 19, -7%, 1, i, 1.2, 1, 1197
O=C1Nc2ccc([N+](=O)[O-])cc2C1(O)N1CCCCC1 (stereo not drawn)
  -0.84, -0.2, 0.051, 0.1, x, x, 2.3, 1.9, 7.6, -2.2, 1356, i, 13, -6%, 1.1, i, 2.0, 0.73, 1528
CCOC(=O)C1CCN(c2c(N3CCN(c4ccccc4OC)CC3)c(=O)c2=O)CC1
  -0.93, -0.21, -0.12, 0.38, 21, 612, 2.0, 3.4, 6.9, -3.6, 1138, x, x, -6%, 1, i, 2.3, 0.51, 1542
CCc1nc2ccccc2c(=O)n1NC(=O)c1c(O)c2ccccc2n(CC)c1=O
  -0.34, -0.31, 0.013, -0.34, 8, 597, 2.6, 2.6, 7.5, -0.7, 1496, i, 26, 0%, 1, i, 0.2, -0.25, 1532
C=CCNC(=S)N1CCN(C2CCCCC2)CC1
  -0.54, -0.77, -0.11, 0.49, -15, 691, x, x, x, 0.8, 1322, i, 61, x, x, i, 0.2, -1.2, 896
CC1CCN(CC(=O)Nc2ccccc2C#N)CC1
  -0.53, -0.17, -0.5, -0.38, -8, 695, 3.2, 2.3, 7.3, -1.8, 1274, i, 35, 4%, 1.1, +, 3.1*, -1, 1310
CCn1ncc(Br)c1C(=O)Nc1ccccc1C(=O)OC
  0.57, -0.16, 1.2, -0.64, x, x, 5.3, 1.2, 15, x, x, i, 42, x, x, i, 1.6, x, x
CCOC(=O)C(=O)Nc1ncc(Cl)s1
  -0.21, -0.055, -0.14, 0.075, -8, 670, x, x, x, 1.5, 1317, i, 4, x, x, i, 0.6, -0.31, 1050
CCCCCCCN(C(=O)CCl)c1ccccc1C
  -0.21, -0.12, -0.32, 0.21, -1, 701, 4.3, 2.7, 7.4, -2.8, 1108, i, 4, 3%, 1.1, i, 0.9, 0.28, 1265
COC(=O)c1[nH]c2ccccc2c1NS(=O)(=O)c1ccc(OC)cc1OC
  2, -0.19, 1, -0.00069, -2, 688, 4.2, 2.1, 4.6, -1.4, 1080, i, 33, 17%, 1.1, i, 1.3, -0.29, 1784
Cc1cc(NCc2ccco2)nc2cc(O)ccc12
  1.8, -0.07, 0.96, -1.9, -10, 654, 4.0, 2.2, 7.0, -3.0, 1257, i, 44, 6%, 1.1, i, 2.8, -0.39, 1062
CCN(CC)C(=O)c1ccc(/C=C/c2c[nH]c3ccccc23)[n+](C)c1
  0.38, -0.24, 0.29, -1.1, 4, 667, 2.9, 3.7, 11, x, x, i, 52, 9%, 0.8, i, 1.3, 1.2, 1381
